Epigenetic reg = epigenetic control regulation, reporter derepression | murine LDR cells, GFP reporter derepression, 30 h | Potency, µM (titrated, usually from 53.9 µM), for inactives: top-dose GFP activation, usual class: activators | 280,000 compounds, 0.2% hits; further: % of control where 0% means no effect; nearly all actives have a fitted effect of over 60% in size
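Murine LDR cells carrying a silenced, genomically integrated CMV-driven GFP reporter were exposed to compound for 30 hours at 37 C. After PBS washes, GFP-positive cells (20–120 um objects) were counted by laser-scanning microplate cytometry.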
KDM4E inh = blocks human JMJD2E demethylase activity; JMJD2E catalytic domain, FDH-coupled NADH fluorescence (FDH is formaldehyde dehydrogenase); Potency, µM (series often up to 57.1 µM), for the others: top-dose activity change, negative = inhibition, hits mostly inhibitors; 230,000 compounds, 1.6% hits; active means well fitted inhibition curve with a large enough effect, not every such curve was filed as active; inconclusive means small, poorly fitted or top-dose-only effect, or another doubt; inactive means no such curve, though single readings can be large or run the other way;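 further: 0% = wells with enzyme and -100% = buffer wells without enzyme; nearly all actives have a fitted effect of over 50% in size; many of its hits are not listed in these tables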
KinaseGlo FLuc = Kinase-Glo luciferase inhibition (counter-screen) | 200,000 compounds, 0.28% hits | Kinase-Glo luciferase, ATP luminescence, 8 min | Potency, µM (highest dose often 38.3 µM), inactives show top-dose activity change, negative = inhibition, most hits filed as inhibitors | Q27757; further: on the % scale 0 is the no-effect control and ±100 the full control effect; nearly all actives have a fitted effect of over 60% in size
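Compounds were added to a substrate mix at pH 7.2 (50 mM imidazole, 10 uM ATP, within the enzyme's linear range), followed by Kinase-Glo detection reagent; luminescence was measured after 8 minutes at ambient temperature.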
NPSR antagonist = blocks cAMP signaling of the human neuropeptide S receptor. Q6W5P4. 220,000 compounds, 1% hits. CHO-NPSR cells, cAMP TR-FRET, antagonist mode. Potency, µM (titrated, usually from 38.3 µM), for inactives: at the highest dose activity change, negative = inhibition, hits mostly inhibitors; further: on the % scale 0 is the no-effect control and ±100 the full control effect; nearly all actives have a fitted effect of over 50% in size; many of its hits are not listed in these tables
IMPase Li inh = IMPase inhibition in cells with lithium potentiation. CHO-M1 cells, IP1 TR-FRET (IP-One), carbachol + lithium. Potency, µM (series often up to 59.4 µM), for inactives: top-dose activity, negative = IMPase inhibition, usual class: inhibitors. 210,000 compounds, 0.35% hits;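 further: IP1 builds up when IMPase is blocked and the TR-FRET signal falls; plate controls were basal vehicle for no effect and high inhibitor control for full effect; nearly all actives have a fitted effect of over 50% in size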
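Test compounds were applied to CHO-M1 cells previously cultured for 16–30 h at 2000 per well. A small lithium amount accompanied them; after 30 min at 37C, IP1 was quantified by TR-FRET.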
SMN2 splice up = SMN2 splice variant enhancement; HEK293 SMN2-luciferase splicing reporter, luminescence, 30-36 h; Potency, µM (titrated, usually from 46.1 µM), for inactives: at the top dose activity change, positive = activation, actives largely listed as activators; 210,000 compounds, 2.8% hits; further: % of control where 0% means no effect; nearly all actives have a fitted effect of over 55% in size
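HEK293 cells carry an SMN2 […]–luciferase reporter in which exon 7 inclusion puts luciferase in frame. Cells were plated 10-12 h before compound addition, then incubated 30-36 h at 37C. ONE-Glo luminescence was read; sodium butyrate at 4.5 mM final served as control.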
RECQ1 helicase = inhibitors of human RECQ1 DNA helicase; RECQ1 DNA unwinding, red fluorescence kinetic read; Potency, µM (titrated, usually from 57.3 µM), inactives show top-dose activity, negative = inhibition, hits mostly inhibitors; 240,000 compounds, 0.54% hits; AID 2549;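 further: plate controls were vehicle for no effect and no enzyme for full effect; nearly all actives have a fitted effect of over 30% in size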
Target sequence (P46063 whole entry, looked up): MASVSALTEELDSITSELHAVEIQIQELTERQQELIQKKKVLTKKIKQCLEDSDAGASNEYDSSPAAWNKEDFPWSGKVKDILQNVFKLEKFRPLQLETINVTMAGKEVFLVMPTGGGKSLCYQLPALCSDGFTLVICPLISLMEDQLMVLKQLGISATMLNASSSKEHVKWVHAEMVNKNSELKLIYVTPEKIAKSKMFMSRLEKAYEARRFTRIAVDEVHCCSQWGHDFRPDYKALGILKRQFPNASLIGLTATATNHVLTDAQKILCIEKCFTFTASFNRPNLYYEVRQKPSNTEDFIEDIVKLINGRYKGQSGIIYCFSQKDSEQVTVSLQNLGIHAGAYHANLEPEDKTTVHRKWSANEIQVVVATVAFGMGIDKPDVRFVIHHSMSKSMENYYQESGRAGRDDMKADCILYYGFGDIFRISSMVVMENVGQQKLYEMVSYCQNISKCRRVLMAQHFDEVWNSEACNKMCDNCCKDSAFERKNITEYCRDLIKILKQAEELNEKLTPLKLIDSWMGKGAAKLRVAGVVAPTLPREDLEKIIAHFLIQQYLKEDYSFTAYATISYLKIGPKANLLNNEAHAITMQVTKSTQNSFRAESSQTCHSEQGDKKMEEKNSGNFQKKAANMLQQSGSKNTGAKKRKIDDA
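50 nM RECQ1T1 preincubated 15 min with compound in Tris pH 8.0 buffer with MgCl2, DTT, Tween-20 and 2.5 ug/ml poly(dI-dC); started with 200 nM TAMRA/BHQ-2 forked duplex and 2 mM ATP. Unwinding read as fluorescence (525/598 nm), two reads 2 h apart.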
GoLoco inh red = blocks human Gai1 binding to RGS12 GoLoco peptide, red readout; Potency, µM (series often up to 61.6 µM), inactives show top-dose activity, negative = inhibition, hits mostly inhibitors; Gai1:RGS12 GoLoco peptide FP, rhodamine, 10 min; AID 880; 230,000 compounds, 0.44% hits; P63096; active means well fitted inhibition curve with a large enough effect, not every such curve was filed as active; inactive means no such curve, though single readings can be large or run the other way; further: on the % scale 0 is the no-effect control and ±100 the full control effect; nearly all actives have a fitted effect of over 30% in size; many of its hits are not listed in these tables
Target sequence (P63096 whole entry, looked up): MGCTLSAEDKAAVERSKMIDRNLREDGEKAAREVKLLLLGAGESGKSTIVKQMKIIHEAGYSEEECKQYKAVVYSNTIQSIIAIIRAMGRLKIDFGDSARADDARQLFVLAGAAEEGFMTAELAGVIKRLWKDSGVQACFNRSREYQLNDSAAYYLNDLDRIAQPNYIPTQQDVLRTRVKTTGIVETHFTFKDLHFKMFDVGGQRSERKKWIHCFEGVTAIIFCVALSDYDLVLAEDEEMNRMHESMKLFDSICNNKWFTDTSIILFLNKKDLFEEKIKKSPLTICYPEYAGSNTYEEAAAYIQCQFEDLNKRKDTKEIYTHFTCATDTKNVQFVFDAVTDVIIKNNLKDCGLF
* marks the source's active call; other numbers are inactive results; i = inactive; ? = inconclusive; . = no result given; & = joins results of further samples; [ ] = another dose, or the depositor's remark. Unless noted, the call rests on the fitted dose curve; in most records, active means well fitted curve in the direction sought with a large enough effect; inconclusive means small, poorly fitted or top-dose-only effect, or another doubt; inactive means no such curve, though single readings can be large; an effect the other way counts as inactive or inconclusive. Potency means the concentration at half of the fitted maximal effect. Some of the compounds tested, so the mix of outcomes need not match the whole.

SMILES	Epigenetic reg	KDM4E inh	KinaseGlo FLuc	NPSR antagonist	IMPase Li inh	SMN2 splice up	RECQ1 helicase	GoLoco inh red
COc1ccc(-c2nc3ccccc3c(=O)n2-c2cccnc2)cc1	-1.2%	6%	-1%	-18%[46.1 µM]	11%[38.3 µM]	-5%	-17%	4%
COCCCN1CCN(c2nnc3n2-c2sc(Br)cc2C(c2ccccc2Cl)=NC3)CC1	2.1%	10%	3%	-7%[46.1 µM]	14%[38.3 µM]	-20%	-7%	12%
CNC(=O)c1cccn(Cc2cccc(C(F)(F)F)c2)c1=O	-0.1%	?	-2%	4%	1%	-49%[inhibitor]	i	1%
C[C@@H]1CC2(CCCC[N+]2(C)C)C[C@H]1C	4.8%	-3%	-1%	10%	2%	-43%[inhibitor]	-7%	-20%
COc1ccc(-n2c(/C=C3/C(=O)Nc4ccccc43)nc3ccccc3c2=O)cc1	-2.4%	3%	9%	-12%	9%	-33%[inhibitor]	-1%	1%
COc1cc(-c2ccc(N)c(OC)c2)ccc1N	.	.	.	.	32%[activator]	-10%	-14%	0%
NC[C@H](CP(=O)(O)O)c1ccc(Cl)cc1	-2.2%	-1%	3%	.	5%	.	-5%	-1%
CC(=Nc1c(C)n(C)n(-c2ccccc2)c1=O)c1c(O)n(Cc2ccccc2)c(=O)[nH]c1=O	-1.2%	-8%	-1%	-9%[46.1 µM]	15%[38.3 µM]	-1%	i	18%
O=C(c1ccco1)c1cn(Cc2ccccc2Cl)c2ccccc12	0.0%	?	-2%	10µM*	43%[activator][38.3 µM]	-16%	-8%	-3%
Cc1cc(C)n2c(Br)c(CN3CC4CC(C3)c3cccc(=O)n3C4)nc2n1 (configuration not stated)	-2.7%	?	1%	6%	-1%	-7%	-1%	4%
CCC(=NCCC(c1ccccc1)c1ccccc1)c1c(O)n(C)c(=O)n(C)c1=O	-1.1%	4%	-2%	-23%	14%	-26%	0%	6%
O=C1CCCC2=C1C(c1cccnc1)Nc1ccccc1N2 (configuration not stated)	1.1%	-4%	-8%	-7%[46.1 µM]	-3%[38.3 µM]	-13%	14%	20%
C=CC(=C)C	.	.	.	.	-10%	-12%	-6%	2%
CCCC(C)C1(CC)C(=O)NC(=Nc2ccccc2)NC1=O (configuration not stated)	-2.3%	1%	-4%	3%[46.1 µM]	1%	-14%	-7%	3%
OC1(c2ccc(F)cc2)CC2CCC(C1)N2Cc1nnnn1C1CCCC1 (configuration not stated)	-0.7%	5%	0%	-10%[46.1 µM]	1%[38.3 µM]	-8%	-7%	5%
CCCc1cc2c(n1Cc1ccco1)C(C)C1CN(C(=O)c3ccccc3)C(C)(C(=O)OC)C21 (configuration not stated)	1.6%	?	-2%	.	2%	18%	1%	56%[activator]
O=C1C=C2C=C[C@H]3C[C@@]2(O1)[C@H]1CCCCN31	-1.4%[16.9 µM]	-2%[25.5 µM]	-1%[17.1 µM]	.	5%	-58%[inhibitor][20.6 µM]	i	8%[21.6 µM]
Cc1ccccc1OCCN=Cc1c(O)n(C)c(=O)n(C)c1=O	-0.2%	7%	0%	-5%[46.1 µM]	-6%[38.3 µM]	-35%[inhibitor]	0%	-3%
COc1ccc(C(O)c2cc(OC)ccc2OP(=O)(N(C)C)N(C)C)cc1 (configuration not stated)	-0.9%	18%	2%	11%	5%	4%	9%	-8%
Nc1ccccc1C(=O)OCC(=O)N1CCc2ccccc21	0.5%	?	-9%	-5%[46.1 µM]	-6%[38.3 µM]	35%	-14%	5%
O=C(/C=C/C=C/c1ccccc1)CC1(O)C(=O)Nc2ccccc21 (configuration not stated)	3.1%	-2%	-1%	-14%	8%	-28%	-2%	6%
N[C@H](CCCCCP(=O)(O)O)C(=O)O	4.6%&2.7%&5.7%	1%&3%&-17%	-2%&3%&7%	0%[46.1 µM]	6%&12%&14%	?	-5%&-11%&-19%	5%&7%&6%
CN1C(=O)NC(=O)/C(=C\C=C\c2ccccc2[N+](=O)[O-])C1=O	?	?	1%	10µM*	13%	-1%	-8%	-4%
COP(=O)(OC)C1(Nc2ccc(C)cc2)CCCCC1	-0.3%	2%	-6%	-11%[46.1 µM]	7%[38.3 µM]	-5%	i	7%
Cc1cccc([C@H](C)c2cnc[nH]2)c1C	-0.2%	4%	6%	.	19%	.	i	3%

In another format: 4 of the compounds above.
The line under a structure holds: Epigenetic reg	KDM4E inh	KinaseGlo FLuc	NPSR antagonist	IMPase Li inh	SMN2 splice up	RECQ1 helicase	GoLoco inh red
- OC1(c2ccc(F)cc2)CC2CCC(C1)N2Cc1nnnn1C1CCCC1 (configuration not stated)
    -0.7%	5%	0%	-10%[46.1 µM]	1%[38.3 µM]	-8%	-7%	5%
- COCCCN1CCN(c2nnc3n2-c2sc(Br)cc2C(c2ccccc2Cl)=NC3)CC1
    2.1%	10%	3%	-7%[46.1 µM]	14%[38.3 µM]	-20%	-7%	12%
- COP(=O)(OC)C1(Nc2ccc(C)cc2)CCCCC1
    -0.3%	2%	-6%	-11%[46.1 µM]	7%[38.3 µM]	-5%	i	7%
- NC[C@H](CP(=O)(O)O)c1ccc(Cl)cc1
    -2.2%	-1%	3%	.	5%	.	-5%	-1%

Remaining list, next part
SMILES	Epigenetic reg	KDM4E inh	KinaseGlo FLuc	NPSR antagonist	IMPase Li inh	SMN2 splice up	RECQ1 helicase	GoLoco inh red
CN1CCN(c2nc3ccccc3c(=O)n2-c2ccccc2)CC1	1.3%	-7%	0%	-4%[46.1 µM]	32%[38.3 µM]	-20%	-12%	4%
COc1ccc(C(C)=O)cc1CC(C(=O)c1ccccc1)N(C)C (configuration not stated)	-1.1%	1%	5%	12%	0%	14%	-6%	7%
CCOC(=O)c1c(C)n(Cc2ccco2)c2ccc(OC)cc12	-1.6%	?	-4%	-27%[46.1 µM]	-20%[38.3 µM]	-8%	-15%	0%
CN(C)CCc1nc2ccccc2c(=O)n1-c1ccccc1	0.0%	-4%	-1%	9%[46.1 µM]	45%[activator][38.3 µM]	-4%	-4%	1%
CCCC12CN3CC(CCC)(CN(C1)C3c1ccccn1)C2=O (configuration not stated)	-1.1%&-0.9%	-6%	1%	-6%[46.1 µM]	31%[38.3 µM]	-8%&4%	-3%	9%
COc1cc2c3c(c1OC)-c1cc(O)ccc1CC3NCC2 (configuration not stated)	-1.0%	?	-1%	-2%[46.1 µM]	14%[38.3 µM]	?	-1%	11%
Cc1nn(-c2ccccc2)c2c1CC1(C(=O)N(C)C(=O)N(C)C1=O)C1CCCCN21 (configuration not stated)	0.9%	-2%	-1%	-11%[46.1 µM]	2%	-2%	-2%	5%
CC1=CC(C)C(COC(N)=O)(COC(N)=O)C(C)C1 (configuration not stated)	-1.0%	-1%	-5%	5%[46.1 µM]	43%[activator][38.3 µM]	30%	-2%	8%
c1ccc2c3c(ccc2c1)OCC1CONC31 (configuration not stated)	-0.4%	3%	-2%	8%	6%	-2%	i	16%
COc1cccc(C(=O)C2CCCN(C3CCOCC3)C2)c1 (configuration not stated)	1.1%	-16%	-2%	-22%	28%	.	i	9%
Cc1ccccc1CN1CCN(Cc2ccccc2)CC1	-2.8%	-18%	1%	15%	18%	.	i	4%
CNC(=S)N(C)CCc1cc2c(c(OC)c1/C=C1/C(=O)NC(=O)N(C)C1=O)OCO2	-1.3%	7%	.	-18%	.	.	i	2%
CC(C)(O)[C@@H]1C2OC(=O)[C@@H]1[C@]1(O)C[C@H]3O[C@]34C(=O)O[C@H]2[C@]14C	-1.5%	?	4%	.	12%	.	-10%	-2%
C[C@@]12CC[C@H]3[C@@H](CC[C@]4(O)C[C@H](O)CC[C@@]34C=O)[C@]1(O)CC[C@@H]2C1=CC(=O)OC1	4.1%[16.9 µM]	2%[25.5 µM]	2%[17.1 µM]	.	2%	-100%[inhibitor][20.6 µM]	1%[25.9 µM]	4%[21.6 µM]
Cc1cc(/C=C2/C(=O)NC(=O)N(Cc3ccco3)C2=O)c(C)n1-c1ccc(C(=O)O)cc1	-5.5%	4%	3%	-13%	-7%	7%	i	24%
c1ccc2c(c1)CC1CNCc3cccc(c31)S2 (configuration not stated)	9.0%	-1%	-4%	?	-18%	2%	-2%	-15%
CC(C)CC(N(C)C)C1(c2ccc(Cl)cc2)CCC1 (configuration not stated)	4.2%&0.0%	-5%&12%	-4%&-4%	.	7%&8%	-6%&0%	-13%	2%&4%
Cc1ccn2nc(S(=O)(=O)Nc3c(F)cccc3F)nc2n1	0.0%	2%	-25%	11%	-2%	-21%	2%	0%
CC(O)(CS(=O)(=O)c1ccc(F)cc1)C(=O)Nc1ccc(C#N)c(C(F)(F)F)c1 (configuration not stated)	2.1%	5%	.	13%	.	.	-12%	14%
C=CCCl	.	.	.	.	6%	4%	3%	-1%
O=C(Oc1ccccc1)c1cccc(COC(=O)c2cnccn2)c1	-1.1%	7%	0%	-3%[46.1 µM]	41%[activator][38.3 µM]	?	4%	-2%
CN(C)Cc1ccccc1OC(=O)N(C)C	1.5%	-3%	1%	9%[46.1 µM]	33%[activator][38.3 µM]	-16%	-7%	1%
O=C(CNC(=O)c1ccc(Br)cc1)Nc1ccc(Br)cc1C(=O)c1ccccc1	-1.0%	0%	-1%	-31%	7%	-16%	10%	0%
Cc1ccc(S(=O)(=O)N(C)CCCC(=O)N2CCN(c3ccccn3)CC2)cc1	0.0%	?	11%	-21%[46.1 µM]	-6%[38.3 µM]	-27%	-16%	2%
COCCCn1c(N)c(C(=O)OC(C)COC)c2nc3ccccc3nc21 (configuration not stated)	-1.0%	?	1%	-13%[46.1 µM]	-8%[38.3 µM]	12%	-1%	12%
CCCCn1c(=O)c(C(=O)Nc2cnccn2)c(O)c2ccccc21	-6.4%	?	2%	-23%[46.1 µM]	-9%[38.3 µM]	-41%[inhibitor]	-11%	-2%
CN(C)CCN(Cc1ccccc1)c1ccnc(N(C)C)c1C#N	-0.3%	?	2%	6%[46.1 µM]	3%[38.3 µM]	-5%	-2%	-2%
CCCC[N+]12C3CC(C(CC)[C@H]1O)[C@@H]1C(O)C4(C[C@@H]12)c1ccccc1N(C)C34 (some centres not stated)	-0.3%	-20%	-11%	.	8%	-26%	-6%	-1%
O=P(Oc1ccccc1)(Oc1ccccc1)C(Nc1ccccc1)c1ccccc1 (configuration not stated)	0.0%	1%	1%	?	8%	-11%	?	-6%
CC(C)CC12CN3CCN(CC(C3)C1O)C2 (configuration not stated)	-1.1%	4%	-3%	-9%[46.1 µM]	-8%[38.3 µM]	5%	17%	7%
